# Rev-erbA mod – modulates human Rev-erb alpha binding to DNA; P20393; Rev-erbα–FITC-DNA binding, fluorescence polarization, 90 min; 370,000 tested, 0.79% active; activity, % at 10 µM; AID 1259318;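 active means activity above about 14%, limit read from the data; passing the limit was not always enough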;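 further: 0% = DMSO wells with 35 nM protein and 100% = DMSO wells with 750 nM protein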
# Target sequence (P20393 whole entry, looked up): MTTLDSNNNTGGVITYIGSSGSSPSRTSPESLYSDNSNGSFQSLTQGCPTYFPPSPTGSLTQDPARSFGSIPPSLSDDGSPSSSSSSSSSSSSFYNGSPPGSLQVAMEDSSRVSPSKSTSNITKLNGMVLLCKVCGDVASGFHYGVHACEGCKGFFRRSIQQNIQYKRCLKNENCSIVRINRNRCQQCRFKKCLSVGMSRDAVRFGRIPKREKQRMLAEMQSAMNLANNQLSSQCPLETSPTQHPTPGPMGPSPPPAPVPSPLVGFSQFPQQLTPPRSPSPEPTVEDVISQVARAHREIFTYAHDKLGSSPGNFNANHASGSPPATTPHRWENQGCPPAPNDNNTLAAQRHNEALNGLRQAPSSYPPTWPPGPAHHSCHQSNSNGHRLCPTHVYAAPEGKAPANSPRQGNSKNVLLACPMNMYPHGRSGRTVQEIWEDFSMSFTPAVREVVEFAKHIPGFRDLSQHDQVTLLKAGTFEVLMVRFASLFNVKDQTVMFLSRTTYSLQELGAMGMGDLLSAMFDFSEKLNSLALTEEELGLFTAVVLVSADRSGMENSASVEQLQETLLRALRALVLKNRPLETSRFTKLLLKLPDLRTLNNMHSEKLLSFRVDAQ
# HTRA1 inh – blocks human HTRA1 serine peptidase; AID 504803; 340,000 tested, 0.5% active; recombinant HTRA1, FP-rhodamine activity-based probe, fluorescence polarization; inhibition, % at 5.96 µM; in the data active means inhibition above about 36%;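 further: 0% = enzyme with DMSO and 100% = wells lacking enzyme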
# * hit, by the source's call; nt = no result given. A portion of the library; rates above refer to the full screens.
SMILES	Rev-erbA mod	HTRA1 inh
O=c1c(O[C@@H]2O[C@H](CO)C(O)C2O)c(-c2ccc(O)c(O)c2)oc2cc(O)cc(O)c12 (some centres undefined)	nt	6
CCC(C)n1ncn(-c2ccc(N3CCN(c4ccc(OC[C@H]5CO[C@](Cn6cncn6)(c6ccc(Cl)cc6Cl)O5)cc4)CC3)cc2)c1=O (some centres undefined)	4	nt
NC(=O)c1ccc([N+](=O)[O-])cc1Cl	-7	nt
Cc1cccc(C)c1NC(=O)c1cc(S(N)(=O)=O)c(Cl)cc1O	6	nt
NC(=O)NC(=O)Cc1ccccc1	1	nt
COC(=O)Nc1nc2ccc(S(=O)c3ccccc3)cc2[nH]1 (centres undefined)	-4	nt
CC(C)(CO)[C@@H](O)C(=O)NCCCO	0	nt
C#C[C@]1(OC(C)=O)CCC2C3CCC4=C/C(=N/O)CCC4C3CC[C@@]21CC (some centres undefined)	8	nt
C[C@H](CCC(=O)O)[C@H]1CCC2C3C(CC[C@@]21C)[C@@]1(C)CC[C@@H](O)C[C@H]1C[C@H]3O (some centres undefined)	-2	nt
OCCOCCOCCO	-7	nt
CCOc1c(N2CCOCC2)cnn(C)c1=O	1	nt
CN1CCN(c2cc3c(cc2F)c(=O)c(C(=O)O)cn3-c2ccc(F)cc2)CC1	2	nt
Cc1ccc(C(=O)C(C)CN2CCCCC2)cc1 (centres undefined)	5	nt
CN1C(=O)CC(C)(c2ccccc2)C1=O (centres undefined)	0	nt

# Single records (already shown). Screens in order: Rev-erbA mod, HTRA1 inh
# Results for CN1CCN(c2cc3c(cc2F)c(=O)c(C(=O)O)cn3-c2ccc(F)cc2)CC1 = 2, nt
# Results for Cc1ccc(C(=O)C(C)CN2CCCCC2)cc1 (centres undefined) = 5, nt

# Molecules listed so far containing a carbonyl joined to an NH by a bond outside any ring:
SMILES	Rev-erbA mod	HTRA1 inh
NC(=O)c1ccc([N+](=O)[O-])cc1Cl	-7	nt
Cc1cccc(C)c1NC(=O)c1cc(S(N)(=O)=O)c(Cl)cc1O	6	nt
NC(=O)NC(=O)Cc1ccccc1	1	nt
COC(=O)Nc1nc2ccc(S(=O)c3ccccc3)cc2[nH]1 (centres undefined)	-4	nt
CC(C)(CO)[C@@H](O)C(=O)NCCCO	0	nt

# Compound activity: PubChem BioAssay, several laboratories
